Screening data as filed in PubChem.
Lipid storage S3 = qHTS Assay for Lipid Storage Modulators in Drosophila S3 Cells; Drosophila S3 cells, BODIPY lipid droplet fluorescence, 18-24 h; cells fed with added oleic acid; lipid storage change, negative = inhibition, % at the top dose, mostly 46.1 µM; hits show Potency in µM; 0.64% of 320,000 active; AID 2685; active = well fitted inhibition curve with a large enough effect in the signal ratio, with a control signal flat, not every such curve was filed as active; inconclusive = small, poorly fitted or top-dose-only effect, or effect the other way, or a change in a side signal; the % refers to the signal ratio
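Laser-scanning cytometry quantifies lipid droplet accumulation (500–530 nm total intensity; droplet/cell object ratio) in oleic acid-fed (400 uM added) Drosophila S3 cells treated with a concentration series. 20 uM Triacsin C defined 100% inhibition.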
Lipid storage S3 cell count max = second read-out of Lipid storage S3, no call of its own (marks repeat the call); cell number change, %; measured here: cell count max response;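 cells counted by Cell Tracker Red CMTPX staining in the red channel; peak over a dose series mostly up to 46.1 µM; percent activity relative to internal control wells on each plate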
Starred values were filed as active, the others as inactive; i = inactive; ? = inconclusive; nt = no result given. % is set by controls: 0 for no effect and ±100 for the full control effect; potency is the fitted concentration of half-maximal effect. Some of the compounds tested (hit frequency here may not be typical).

SMILES	Lipid storage S3	Lipid storage S3 cell count max
CCOc1ccc2nc(N3CCCC(C(=O)N4CCN(CC)CC4)C3)sc2c1 (stereo not given)	?	nt
O=C1CC(c2cccs2)c2cc3c(cc2N1)OCO3 (stereo not given)	4%	-5
Cc1cccc(C)c1NC(=O)CCS(=O)(=O)c1cccc2nsnc12	?	nt
O=c1[nH]c(Nc2nc3ccccc3o2)nc2c1CCCC2	?	nt
CSc1ccc(C2c3[nH]c4ccccc4c3CCN2C(=O)c2ccnn2C)cc1 (stereo not given)	-15%	-18
O=C(CN1C(=O)CSC1=O)Nc1ccc(F)c(F)c1F	8%	0
CCCC1C(=O)Nc2ccccc2N1C(=O)c1ccc(C(C)(C)C)cc1 (stereo not given)	?	nt
CC1CCCC(C)N1CCCNC(=O)C(=O)Nc1ccc2nc3n(c(=O)c2c1)CCCCC3 (stereo not given)	i	15
CC(=O)c1cccc(NC(=S)NC(=O)Cc2ccccc2)c1	16%	-8
CCOc1ccc(N2C(=O)c3cccnc3C2Nc2ccc(Cl)cc2)cc1 (stereo not given)	1%	10
CN(Cc1ccccc1)C(=O)COC(=O)C1CCN(S(=O)(=O)c2ccc3c(c2)OCCO3)CC1	i	11
O=C(Nc1ccc(F)cc1)c1cccc(N2C(=O)c3ccccc3C2=O)c1	i	19
CN(CCC#N)C(=O)COC(=O)C1c2ccccc2Oc2ccccc21	?	nt
CCN(CC)S(=O)(=O)c1cccc(C(=O)N/N=C/c2cc(OC)c(O)c(OC)c2)c1	2%	-11
O=C(c1ccc2ccccc2n1)N1CCN(c2ccccn2)CC1	?	nt
COc1ccc(OCC(=O)NCCCNC(=O)COc2ccc(OC)cc2)cc1	?	nt
C#CCOC(=O)c1ccccc1C(=O)OCC#C	?	nt
CCc1ccc(-c2nc(CS(=O)CC(=O)NCc3ccc4c(c3)OCO4)c(C)o2)cc1 (stereo not given)	?	nt
COc1cc(C2c3c(-c4cc(Cl)c(C)cc4O)n[nH]c3C(=O)N2Cc2cccnc2)ccc1O (stereo not given)	7%	9
CC1CCc2sc(C(=O)NNS(=O)(=O)c3ccc(F)c(F)c3F)cc2C1 (stereo not given)	?	nt
O=C(CSc1ncccn1)NC(=O)Cc1ccccc1	12%	-1
CCC(C)(C(=O)NC1CCCCC1)N(C(=O)CNC(=O)c1ccccc1)c1c(C)n(C)n(-c2ccccc2)c1=O (stereo not given)	-2%	9
COc1ccc(C)cc1NC(=O)CSc1nnc(-c2ccco2)n1N	?	nt
CCOC(=O)c1c(S(=O)(=O)NCC(=O)N2CCN(c3cccc(OC)c3)CC2)c(C)n(C)c1C	?	nt
COC(=O)C(C)Sc1nc2ccsc2c(=O)n1Cc1ccccc1 (stereo not given)	i	19
CCOc1cc(/C=N\Nc2nc(-c3ccc(C)cc3)c(NC(C)=O)s2)ccc1O	?	nt
CCOn1c(SCC)nc2ccccc2c1=O	95%	5
CN(CCO)c1ccc([N+](=O)[O-])cc1C(=O)O	?	nt
CCOC(=O)c1c(NC(=S)NC(C)=O)sc(C)c1C	10%	1
CCN(Cc1cnn(C)c1)C(=O)c1cc(COc2ccc(F)cc2F)on1	-7%	7
COc1ccc(CCNC(=O)CN2CCOc3ccccc32)cc1OC	?	nt
CC(C)c1ccc(/C=N/NC(=O)CN(c2cccc(Cl)c2Cl)S(C)(=O)=O)cc1	?	nt
O=C(CSc1ncnc2c1oc1ccccc12)Nc1cccc(C(F)(F)F)c1	?	nt
CN(C)/C=N/c1nc2nccc(-c3ccccn3)n2n1	i	nt
COc1ccc(OCC(O)Cn2c(Nc3cccc(C)c3)nc3c2c(=O)n(C)c(=O)n3C)cc1 (stereo not given)	-2%	19
O=C(NNC(=O)C1C2C=CC(C2)C1C(=O)O)c1ccccc1 (stereo not given)	i	20

Structural class: the compounds so far with two or more sulfur atoms (four)
SMILES	Lipid storage S3	Lipid storage S3 cell count max
Cc1cccc(C)c1NC(=O)CCS(=O)(=O)c1cccc2nsnc12	?	nt
CC1CCc2sc(C(=O)NNS(=O)(=O)c3ccc(F)c(F)c3F)cc2C1 (stereo not given)	?	nt
COC(=O)C(C)Sc1nc2ccsc2c(=O)n1Cc1ccccc1 (stereo not given)	i	19
CCOC(=O)c1c(NC(=S)NC(C)=O)sc(C)c1C	10%	1

Remaining list, next part:
SMILES	Lipid storage S3	Lipid storage S3 cell count max
CC(Sc1nncn1C)C(=O)Nc1ccc(Cl)cn1 (stereo not given)	0%	8
O=C(Nc1ncccn1)c1cc(-c2ccc(F)cc2)nc2ccccc12	-6%	12
CCOC(=O)C1(CC2CC2)CCN(Cc2ccc(OC)cc2F)CC1	?	nt
Cn1c(=O)[nH]c(=O)c2c1nc(Br)n2CCC(=O)c1ccccc1	11%	0
Cc1ccc2c(Cn3ccnc3)cc(=O)oc2c1C	?	nt
CC(C)CN(CC(C)C)S(=O)(=O)N1CCC(C(=O)NCc2cccs2)CC1	7%	-2
CC(NC(=O)Cn1cccc1C(=O)c1ccccc1)c1ccc2c(c1)OCCO2 (stereo not given)	3%	-2
COC(=O)CCC(=O)NC(=S)Nc1cc(Cl)ccc1Cl	?	nt
COc1cc(C(c2c(C)[nH][nH]c2=O)c2c(C)[nH][nH]c2=O)ccc1OC(=O)c1cccc([N+](=O)[O-])c1	0%	5
CCc1ccc(S(=O)(=O)N2CCN(C(=O)C3CCN(C(C)=O)CC3)CC2)cc1	23%	nt
CCn1cc(C(=O)NCCc2ccc(C)cc2)c(=O)c2cc(S(=O)(=O)N(C)C)ccc21	?	nt
O=C(Oc1ccc(C(=S)N2CCCCC2)cc1)c1ccccc1F	-5%	6
O=[N+]([O-])c1ccccc1OCCOc1ccccc1[N+](=O)[O-]	15%	-10
NC(N)=NC(=S)Nc1ccc(Cl)cc1	0%	-8
COc1ccc(CCNC(=O)Cc2ccc(C)cc2)cc1OC	?	nt
O=C1C(c2ccc(F)cc2)N(Cc2ccc3c(c2)OCO3)C(=O)CN1C1CCCCCC1 (stereo not given)	?	nt
CC(=O)Nc1ccc(S(=O)(=O)NCC(=O)NC(C)c2ccc(S(N)(=O)=O)cc2)cc1 (stereo not given)	-2%	2
O=S(=O)(c1cccc2cccnc12)N1CCN(c2ccccc2)CC1	?	nt
CC1CCCN(c2nc3ccccc3nc2C(C#N)S(=O)(=O)c2ccccc2)C1 (stereo not given)	?	nt
Cc1onc(-c2ccccc2)c1C(=O)Nc1nc(-c2cc(F)ccc2F)cs1	?	nt
O=C(Nc1ncc2c(n1)CC(c1ccc(Cl)cc1)CC2=O)c1ccco1 (stereo not given)	?	nt
CC1=NC(C)(C)Cc2ccccc21	3%	4
OCC[C@H]1C[C@@H](O)[C@H](O)[C@@]2(OCCc3ccccc32)O1	?	nt
CCOC(=O)c1c(NC(=O)COC(=O)/C=C/c2ccco2)sc2c1CC(C)(C)NC2(C)C	?	nt

Rewritten with values under each structure: 2 of the compounds above.
Values in the order: Lipid storage S3 | Lipid storage S3 cell count max
> C#CCOC(=O)c1ccccc1C(=O)OCC#C
  ? | nt
> CCc1ccc(-c2nc(CS(=O)CC(=O)NCc3ccc4c(c3)OCO4)c(C)o2)cc1 (stereo not given)
  ? | nt

(cont.)
SMILES	Lipid storage S3	Lipid storage S3 cell count max
Cc1onc(-c2ccccc2Cl)c1C(=O)Nc1ccc(-n2nncc2C(C)(C)C)cc1	?	nt
CCCN(CCC)C(=O)C1CC(=O)OC12CCCCC2 (stereo not given)	5%	13
CCN(CC(=O)Nc1ccc(NC(C)=O)cc1)C(=O)c1cc2c(s1)CCCCC2	7%	-8
O=C(CSc1ncn(-c2ccccc2)n1)Nc1nncs1	?	nt
c1ccc(Nc2nc3ccccc3n3nnnc23)cc1	12%	-13
CCOc1cc(Br)c(CN2C(=O)NC3(CCCCCC3)C2=O)cc1OCC	?	nt
CCN(CC)CCNC(=O)c1ccc(NC(=O)COc2ccccc2F)cc1	?	nt
O=C(Nc1ccc(-c2noc(CCc3ccccc3)n2)cc1)c1ccco1	i	nt
S=C(Nc1nc2c(s1)CCCC2)NC1CC1	27%	-1
CC(C)CNC(=O)C1CC(=O)OC12CCCCC2 (stereo not given)	i	nt
Cc1ccc(-c2cc(C(F)F)n3ncc(C(=O)NCc4ccco4)c3n2)cc1	?	nt
Cc1nc(SC(C(=O)c2ccccc2)c2ccccc2)nc2ccccc12 (stereo not given)	22%	9
O=C(NCCCn1ccnc1)/C(=C\c1cccnc1)NC(=O)c1ccccc1F	6%	19
CCn1c(CC(=O)Nc2cccc(Cl)c2Cl)nnc1SCCOc1ccc(OC)cc1	?	nt
COc1ccc(NC(=O)c2cc3c(COC(C)=O)cnc(C)c3oc2=Nc2cccc(C(=O)O)c2)c(OC)c1	19%	nt
O=C1C2ON(c3ccccc3)C(c3ccncc3)C2C(=O)N1c1ccc(Br)cc1 (stereo not given)	1%	-3
O=S1(=O)CCN2C=C(Br)C=C(Br)C2=N1	?	nt
CCCc1cc(=O)[nH]c(SCC(=O)Nc2ccc(Cl)c(S(=O)(=O)N3CCOCC3)c2)n1	?	nt
CC(C)CC(COCc1cccc(Cl)c1)N1CCN(C(=O)c2cccc(C(F)(F)F)c2)CCC1=O (stereo not given)	21%	-16
O=S(=O)(NC1CCCCC1N1CCN(c2cccc(Cl)c2)CC1)c1ccccc1 (stereo not given)	?	nt
COc1cc2c(cc1OC)C(c1ccncc1)CC(=O)N2 (stereo not given)	i	3
O=C(CN1CCCCCC1)N1c2ccccc2Sc2ccccc21	5%	7
O=S(=O)(/C=C/c1ccccc1)N1CCN(c2ccc(F)cc2)CC1	i	-30
CCOc1ccc(C(c2c(C)[nH][nH]c2=O)c2c(C)[nH][nH]c2=O)cc1OCC	?	nt
CC1CCN(C(=O)CSc2nnc3c(n2)[nH]c2ccccc23)CC1	?	nt
COCC1CCN(C(=O)C2CCC(=O)N(C3CCCC3)C2)CC1 (stereo not given)	?	nt
Cc1cc(C)c2nc(-c3ccco3)cc(C(=O)O)c2c1	?	nt
Cc1ccc(NC(/C=C/N(C)C)=C/C(=O)C(F)(F)F)c(C)c1	-2%	-13
CCCNC(=O)C(Cc1ccc(F)cc1)NC(=O)c1ccc(C#N)cc1 (stereo not given)	?	nt
CCCCOP(=O)(OCCCC)C(O)c1ccc(F)cc1 (stereo not given)	13%	14
O=C(Oc1ccc(/C=N/NC(=O)c2ccco2)cc1)c1ccccc1	?	nt
COC(=O)Cn1cc(/C=C/[N+](=O)[O-])c2ccccc21	-23%	-9
CN(C)c1nc(SCc2ccccc2)nc(N2CCOCC2)n1	7%	1
CC(=O)C1=C(O)C(=O)N(c2ccc(Br)cc2)C1c1cccc(F)c1 (stereo not given)	13%	15
CN(c1ccccc1)S(=O)(=O)c1ccc(C(=O)NNC(=O)c2ccccc2)cc1	19%	-13
COc1ccc(CCC(=O)Nc2cc(S(=O)(=O)N3CCCCC3)ccc2N(C)C)cc1	?	nt

Compound profiles (already shown).
O=c1[nH]c(Nc2nc3ccccc3o2)nc2c1CCCC2 reads Lipid storage S3: ?; Lipid storage S3 cell count max: nt
Cc1onc(-c2ccccc2Cl)c1C(=O)Nc1ccc(-n2nncc2C(C)(C)C)cc1 reads Lipid storage S3: ?; Lipid storage S3 cell count max: nt

The results go on.
SMILES	Lipid storage S3	Lipid storage S3 cell count max
Cc1ccccc1NC(=O)Nc1cccs1	i	-5
CCn1c(SCC(=O)Nc2cc(C)on2)nnc1-c1c[nH]c2ccccc12	i	11
CCC(C)c1ccc(S(=O)(=O)N2CCN(c3ccccn3)CC2)cc1 (stereo not given)	-29%	12
CCOc1cc(N2CCOCC2)c(OCC)cc1NC(=O)Cn1nc(C)c([N+](=O)[O-])c1C	?	nt
COc1ccc(-c2nsc(SCC(=O)Nc3ccc4c(c3)OCO4)n2)cc1	?	nt
CC(C)c1nnc(SCC(=O)Nc2ccc3c(c2)OCCO3)n1C	?	nt
CC(C)Cn1c(-c2ccco2)n[nH]c1=S	?	nt
CCOC(=O)c1cccc(NC(=S)NCc2ccc(C)cc2)c1	15%	9
COc1ccccc1NC(=O)Nc1nc(CC(=O)NC2CCCC2)cs1	?	nt
Cc1cc(C(=O)CSc2nnc(-c3cccnc3)n2-c2ccccc2)c(C)n1CC1CCCO1 (stereo not given)	?	nt
Cn1c(SCC(=O)N2CCCC2=O)nnc1-c1ccccc1F	?	nt
COc1ccccc1-c1ccc(NC2CCCC2)nn1	4%	5
Cc1ccc(C2CC(=O)NC(SCC(=O)OCc3ccccc3)=C2C#N)o1 (stereo not given)	?	nt
COc1ccc(S(=O)(=O)N2CCN(C(=O)c3oc4ccccc4c3C)CC2)cc1	?	nt
NS(=O)(=O)c1ccc(NC(=O)COC(=O)c2ccc([N+](=O)[O-])s2)cc1	7%	0
Cc1ncc(/C=C2\C(=O)Nc3ccccc32)[nH]1	-12%	-1
Nc1[nH]ncc1N=Nc1ccc(Cl)cc1	?	nt
COc1ccc(NC(=O)CSc2nc3ccccc3c(=O)n2CCNC(C)=O)cc1	?	nt
NC(=O)CCc1c[nH]c2ccccc12	?	nt
CC(C)C[C@H](NC(=O)[C@H](Cc1ccccc1)n1c(=O)[nH]c2ccccc2c1=O)C(=O)N1CCC[C@H]1C(=O)O	-14%	-9
NC(=S)N/N=C/c1ccc(Br)o1	i	-16
CN(C)S(=O)(=O)NCc1ccc2c(c1)OCO2	?	nt
CN(C)c1ccc(C(=O)C(=O)c2ccccc2)cc1	12%	nt
